IL2 activator: activates IL-2 in a cell-based reporter assay; 0.065% of 360,000 active; IL-2 activation reporter assay, cell-based qHTS; stimulated with anti-CD3/CD4/CD28 beads; in transgenic mouse T cells; AID 652025; activation, % (series mostly up to about 46 µM); in the data active means activation above about 50%; inconclusive means mostly about 30% to 49%; further: 0% is about no effect
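Unstimulated transgenic mouse T cells; 60-min compound exposure; bead-based TCR/CD4/CD28 stimulation; 18 h culture, 37 degrees C; dual fluorescence (EGFP, DsRed) plate cytometry.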
WRN inhibitor: inhibitors of human WRN helicase. Q14191. WRN helicase unwinding, fluorescent forked duplex, kinetic. Potency, µM (highest dose often 114 µM), inactives show top-dose activity change, negative = inhibition, most hits filed as inhibitors. 0.46% of 360,000 active. AID 651768; further: potency means the concentration at half of the fitted maximal effect; on the % scale 0 is the no-effect control and ±100 the full control effect; nearly all actives have a fitted effect of over 55% in size
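Primary qHTS, 1536-well format. 20 nM WRN + compound, 15 min RT; start with 100 nM forked fluorophore/quencher duplex, 2 mM ATP (final); kinetic read ex 525/em 598 nm.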
EPAC1 antag: blocks human EPAC1 exchange factor; O95398; EPAC1 GEF assay, Rap1b-BODIPY-GDP exchange fluorescence; Potency, µM (titrated, usually from 115 µM), for inactives: at the highest dose activity change, negative = inhibition, most hits filed as inhibitors; 0.14% of 360,000 active; AID 720709;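 further: potency means the concentration at half of the fitted maximal effect; plate controls were vehicle for no effect and positive control for full effect; nearly all actives have a fitted effect of over 50% in size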
PLK1 PBD block: blocks phosphopeptide binding to human PLK1 polo-box domain; P53350; Plk1 PBD binding of FITC phosphopeptide, fluorescence polarization; Potency, µM, inactives show max response, negative = inhibition, actives largely listed as inhibitors; 2.8% of 360,000 active; AID 720504; further: potency means the concentration at half of the fitted maximal effect; series mostly up to about 57 µM; on the % scale 0 is the no-effect control and ±100 the full control effect; nearly all actives have a fitted effect of over 65% in size
Target sequence (P53350 whole entry, looked up, the tested form may be a part): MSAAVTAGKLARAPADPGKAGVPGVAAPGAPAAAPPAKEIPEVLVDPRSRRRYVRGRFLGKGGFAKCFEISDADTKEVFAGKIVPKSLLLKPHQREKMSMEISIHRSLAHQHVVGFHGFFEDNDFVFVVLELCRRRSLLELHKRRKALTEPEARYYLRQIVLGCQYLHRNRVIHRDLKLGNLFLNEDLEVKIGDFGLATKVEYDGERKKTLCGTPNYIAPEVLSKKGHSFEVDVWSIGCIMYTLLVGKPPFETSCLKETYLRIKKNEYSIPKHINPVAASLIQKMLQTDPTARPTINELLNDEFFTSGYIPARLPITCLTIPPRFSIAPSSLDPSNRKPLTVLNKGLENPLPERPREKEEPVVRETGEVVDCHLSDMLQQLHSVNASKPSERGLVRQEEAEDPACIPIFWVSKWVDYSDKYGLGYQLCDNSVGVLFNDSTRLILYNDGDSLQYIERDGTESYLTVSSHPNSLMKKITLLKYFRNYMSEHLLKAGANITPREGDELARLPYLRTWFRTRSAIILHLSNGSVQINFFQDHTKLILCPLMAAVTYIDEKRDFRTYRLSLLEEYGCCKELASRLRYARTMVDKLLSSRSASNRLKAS
Abeta rescue: A-beta toxicity reversal in yeast. yeast expressing A-beta42, growth rescue, OD600, 48 h; response scale: 0% DMSO, 100% iron-clioquinol control. Potency, µM (series often up to 46.1 µM), without a hit: at the highest dose growth rescue, usual class: activators. 0.063% of 410,000 active. AID 1347071; further: potency means the concentration at half of the fitted maximal effect; nearly all actives have a fitted effect of over 55% in size
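Growth rescue measured by 600 nm absorbance after 48 h yeast culture at 30 C with compound. Values normalized between DMSO and an equimolar ferric chloride plus clioquinol control.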
EPAC1 agonist: activates human EPAC1 exchange factor; O95398; EPAC1 agonist qHTS, biochemical assay; response scale: 100% = response to 6.5 mM cAMP; Potency, µM (series often up to 154 µM), without a hit: top-dose activation, most hits filed as activators; 0.073% of 360,000 active; AID 720707; further: potency means the concentration at half of the fitted maximal effect; nearly all actives have a fitted effect of over 60% in size
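Fluorescent GDP-exchange assay: 100 nM EPAC1 with 250 nM Rap1B preloaded with BODIPY-GDP and 50 uM GDP; compounds tested as concentration series, 5 min at room temperature, then read every 5 min for 30 min (ex 480/em 540 nm); normalized to 6.5 mM cAMP.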
PI5P4Ka inh: inhibitors of human PI5P4K alpha; P48426; PI5P4Kalpha enzyme, ADP-Glo luminescence, 60 min; stronger effect = lower value; max response, %; 1.2% of 330,000 active; AID 652105; active means max response of -50% or lower; inconclusive means between -30% and -50%; inactive means -30% or higher; further: value at the top dose of about 77 µM; on the % scale 0 is the no-effect control and ±100 the full control effect
Target sequence (P48426 whole entry, looked up): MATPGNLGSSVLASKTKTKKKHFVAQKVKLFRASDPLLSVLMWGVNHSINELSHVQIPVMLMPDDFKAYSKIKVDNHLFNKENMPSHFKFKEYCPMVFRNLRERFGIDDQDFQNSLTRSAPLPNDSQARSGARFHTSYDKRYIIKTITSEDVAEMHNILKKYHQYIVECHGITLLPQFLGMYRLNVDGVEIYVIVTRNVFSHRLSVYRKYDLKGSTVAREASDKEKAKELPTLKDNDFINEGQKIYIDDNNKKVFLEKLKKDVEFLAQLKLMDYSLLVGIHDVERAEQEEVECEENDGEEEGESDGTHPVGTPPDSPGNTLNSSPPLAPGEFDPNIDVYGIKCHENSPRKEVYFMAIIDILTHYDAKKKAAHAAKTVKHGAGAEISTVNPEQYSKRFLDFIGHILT
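Reactions run in 0.038 M HEPES pH 7.4, 0.28 mM EGTA, 0.1% CHAPS and 5% DMSO, with PI5P4Kalpha, substrate, compound and 5 microM ATP final, one hour at room temperature. Readout is ADP-Glo luminescence.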
FUS suppressor: suppressors of FUS proteinopathy in yeast; 0.24% of 390,000 active; AID 1347120; S. cerevisiae FUS-expressing, growth rescue, OD600, 24 h; Potency, µM (doses to about 76.6 µM), inactives show top-dose growth rescue (activation), most hits filed as activators;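 further: potency means the concentration at half of the fitted maximal effect; plate controls were DMSO vehicle for no effect and reference control for full effect; nearly all actives have a fitted effect of over 55% in size; some results filed as inactive show a strong effect at the top dose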
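Cultures pregrown in 2.5% raffinose medium are shifted to minimal medium containing 2% galactose to express toxic FUS. Compounds are tested at several concentrations. After 24hr at 30C, growth is quantified at 600 nm absorbance.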
aSyn rescue: rescues yeast growth from alpha-synuclein toxicity; Yeast expressing alpha-synuclein, growth rescue, BacTiter-Glo, 24 h; Potency, µM (highest dose often 46.1 µM), for the others: at the highest dose growth rescue (activation), hits mostly activators; 0.14% of 370,000 active; further: potency means the concentration at half of the fitted maximal effect; % of control where 0% means no effect; nearly all actives have a fitted effect of over 65% in size
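Rescue of yeast growth: cells expressing toxic alpha-synuclein, induced in galactose at OD600 0.02, incubated with compound 24 h at 30 C. ATP luminescence quantified growth; inhibitors of toxicity appear as activators.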
* marks the source's active call; other numbers are inactive results; ? = inconclusive; · = not tested or not shown; [ ] = dose if it differs, or a comment. Unless noted, the call rests on the fitted dose curve; in most records, active means well fitted curve in the direction sought with a large enough effect; inconclusive means small, poorly fitted or top-dose-only effect, or another doubt; inactive means no such curve, though single readings can be large; an effect the other way counts as inactive or inconclusive.

SMILES	IL2 activator	WRN inhibitor	EPAC1 antag	PLK1 PBD block	Abeta rescue	EPAC1 agonist	PI5P4Ka inh	FUS suppressor	aSyn rescue
CCCCN1C(=O)C(CC(=O)NC2CCCCC2)CC(C(=O)N2CCOCC2)=C1C (stereo unspecified)	-0.2	-11%	1%	-3%	6%	5%	1	-10%	-4%
CSc1cccc(NS(=O)(=O)c2cccc3nsnc23)c1	-2.6	3%	2%	-5%	-11%	2%	-2	18%	?
Cc1ccnc(NC(=O)CCC(=O)N(CC(=O)NCc2ccccc2)Cc2ccco2)c1	-2.7	0%	-11%	-9%	9%	12%	3	8%	1%
O=C(COC(=O)c1cc(S(=O)(=O)N2CCOCC2)ccc1O)NCC1CCCO1 (stereo unspecified)	0.5	-5%	-1%	-3%	1%	6%	0	-9%	0%
CCC(=O)Nc1ccc(C(=O)NNC(=O)c2cccs2)cc1	-1.8	4%	4%	0%	-3%	5%	·	2%	1%
CN(c1ccc(F)cc1)S(=O)(=O)c1ccc(Cl)c(C(=O)OCC(=O)NCc2ccco2)c1	-4.3	1%	-8%	-11%	3%	16%	-20	22%	6%
COc1cccc(-c2cc(C(=O)Nc3cccnc3)c3ccccc3n2)c1	-4.0	-4%	?	1%	29%	14%	8	29%	-7%
CN(C)S(=O)(=O)c1ccc(NC(=O)CN2CCCCCC2)cc1	-0.2	7%	6%	-1%	-10%	-5%	-6	9%	-5%
O=C(O)c1cccc(Nc2nc(C(F)(F)F)nc3ccccc23)c1	-2.0	-5%	-27%	-29%	4%	2%	0	15%	0%
CC(=O)NC(=S)NNC(=O)c1ccc(Br)cc1	1.7	7%	5%	-15%	?	7%	-3	5%	13µM*
CCOC(CNC(=O)CN1C(=O)COc2ccc(S(=O)(=O)N3CCCC3)cc21)OCC	-1.8	2%	19%	0%	6%	-2%	-4	8%	-2%
Cc1ccsc1-c1nc(CN2CCCC2c2ccc(F)cc2)c(C)o1 (stereo unspecified)	0.9	0%	-2%	4%	1%	0%	-3	-12%	0%
CCn1nc(NC(=O)Cc2ccc(OC)cc2)c2cc3cc(C)ccc3nc21	-1.0	-1%	-20%	-8%	7%	5%	2	9%	5%
COCc1ccc(CN2CCC(n3nccc3NC(=O)C(OC)c3ccccc3)CC2)o1 (stereo unspecified)	0.5	-5%	3%	-7%	7%	-2%	2	11%	-8%
CC1CCCN(CC(=O)Nc2cc(Cl)ccc2Oc2ccccc2)C1 (stereo unspecified)	-0.9	-2%	-15%	-11%	11%	3%	4	-2%	-2%
N=c1n(CCO)c2ccccc2n1CCOc1ccccc1	-2.3	10%	12%	-8%	14%	2%	1	0%	4%
Cc1ccc(C(=O)NC(=S)Nc2cccnc2Cl)cc1	1.9	-7%	4%	-15%	-2%	-6%	11	-4%	-1%
CCOc1ccc(NC(=O)COC(=O)CCS(=O)(=O)c2ccc(C)cc2)cc1	-1.1	-4%[57.1 µM]	-6%	-8%	7%	8%	-2	31%	0%
COc1cc(C2c3cc4c(cc3OC(C)(N3CCCC3)C2C)OCO4)cc(OC)c1OC (stereo unspecified)	-2.5	3%	7%	2%	-7%	-4%	-8	·	-5%
COCCNC(=O)CSc1nc2ccc(N3CCOCC3)cc2c(=O)n1Cc1ccc(OC)cc1	-0.5	-19%	-22%	-19%	3%	0%	·	?	4%
CC(C)OC(=O)/C(=C/c1ccc2c(c1)c1ccccc1n2C)NC(=O)c1ccccc1	-5.5	-2%	?	-2%	-1%	0%	-4	34%	-2%
Cc1ccc(C2=NN(C(=O)CSc3nc4ncc(Cl)cc4[nH]3)C(c3ccco3)C2)cc1 (stereo unspecified)	2.0	-4%	6%	-5%	-11%	10%	0	3%	1%
Cc1cc(C)nc(SCc2cc(=O)c(OC(=O)c3ccco3)co2)n1	-2.5	3%	-10%	-8%	5%	-12%	-3	5%	?
CCO/C=C1\N=C(c2ccc(F)cc2)OC1=O	1.0	-20%[57.1 µM]	16%	?	-6%	4%	2	-22%	0%
Cc1nn(Cc2cccc(C(=O)NC(C)c3ccc(C(C)(C)C)cc3)c2)c(C)c1[N+](=O)[O-] (stereo unspecified)	-3.9	-8%	-15%	-2%	?	6%	·	?	9%

Following part:
SMILES	IL2 activator	WRN inhibitor	EPAC1 antag	PLK1 PBD block	Abeta rescue	EPAC1 agonist	PI5P4Ka inh	FUS suppressor	aSyn rescue
COc1ccc(/C=C/C(=O)Nc2cc(S(=O)(=O)N3CCCCC3)ccc2N2CCCCC2)cc1OC	0.6	11%	10%	-5%	-5%	0%	2	1%	1%
O=C(NC1=NCCS1)C1COc2ccccc2O1 (stereo unspecified)	3.9	-5%	-2%	-1%	7%	6%	-10	7%	-3%
CC(Sc1nc(-c2ccco2)nc2c1c(=O)n(C)c(=O)n2C)C(=O)O (stereo unspecified)	0.3	-2%	-11%	-17%	·	-8%	3	-3%	-6%
CCOC(=O)C(=CNc1ccccc1C)C(=O)OCC	-2.6	-1%	10%	-5%	-43%[inhibitor]	-5%	·	22%	-11%
CC(=O)Nc1ccc(NC(=O)C(C)OC(=O)CCCc2c[nH]c3ccccc23)cc1 (stereo unspecified)	-2.9	-5%	-28%	-11%	-18%	6%	8	-6%	7%
O=C(Cc1cccs1)Nc1nc(-c2cccnc2)cs1	-0.3	-7%	8%	-4%	-7%	3%	?	15%	3%
CCOC(=O)Cc1nnc2c(Nc3ccccc3F)nc3nonc3n12	-0.4	-2%	12%	-6%	-4%	-1%	-4	6%	-18%
Cc1n[nH]c(=O)nc1N/N=C/c1ccco1	8.1	-7%	15%	-11%	-4%	4%	-1	18%	4%
NS(=O)(=O)c1ccc(CCNC(=O)c2cc(=O)[nH]c3ccccc23)cc1	-0.8	-2%[57.1 µM]	-28%	-3%	-14%	3%	-4	2%	1%
Nc1nnnn1/N=C/c1ccccc1O	-4.4	-12%	-8%	-5%	-9%	9%	-7	26%	-6%
CCN(CC)c1ccc(NC(=O)c2[nH]c(C)c(C(C)=O)c2C)c(C)c1	-3.1	5%	-5%	-10%	5%	3%	-11	12%	-2%
CC(=O)Nc1ccc(S(=O)(=O)NC2(C(F)(F)F)C(=O)Nc3c2c(=O)[nH]c(=O)n3C)cc1 (stereo unspecified)	-2.7	1%	-13%	-6%	-6%	3%	·	17%	-1%
CCN(CC)C(=O)CSc1nc(-c2ccccc2)cc(=O)[nH]1	-4.3	0%	-2%	-4%	-8%	1%	0	-7%	3%
CC(C)C(=O)N1CCC2(CC1)Oc1ccc(F)cc1C(=O)C21CC(c2ccccc2)=NO1 (stereo unspecified)	-0.6	6%	-13%	-16%	0%	-8%	3	?	2%
COc1ccccc1NS(=O)(=O)c1cc(NC(=O)c2ccc3ccccc3n2)ccc1Cl	0.8	-20%	13%	-2%	-2%	-5%	2	·	7%
C/C(=N\Nc1ccc(S(=O)(=O)Nc2ccc(Cl)cc2)cc1[N+](=O)[O-])c1ccc(N2CCOCC2)cc1	0.7	3%	-2%	-8%	3%	-2%	6	-3%	-7%
C=CCOc1ccc(/C=C2/C(=O)ON=C2C)cc1OC	-0.2	?	-9%	2.4µM*	-16%	6%	-9	-16%	2%
CN(C)CCN(C(=O)c1ccc(N2C(=O)CCC2=O)cc1)c1nc2cc3c(cc2s1)OCO3	2.2	3%	-23%	-19%	-13%	3%	-6	12%	-2%
CC1(c2cccc(Br)c2)NC(=O)N(CC(=O)Nc2ccc(F)cc2)C1=O (stereo unspecified)	-0.9	9%	16%	-5%	5%	1%	7	20%	2%
Nn1c(-c2ccccc2)cc(-c2ccccc2)cc1=O	-2.9	-8%	10%	-5%	0%	2%	0	10%	14%
COc1cc([N+](=O)[O-])ccc1NC(=S)NC(=O)CC(C)(C)C	2.2	0%	-17%	27µM*	-5%	-6%	-1	6%	0%
Cc1cc(C)nc(SCc2nnc(SCC(=O)Nc3ccc(C)c(C)c3)n2Cc2ccco2)n1	-2.6	-2%	-11%	-2%	10%	2%	0	35%	4%

Copied from the results shown for reference:
SMILES	IL2 activator	WRN inhibitor	EPAC1 antag	PLK1 PBD block	Abeta rescue	EPAC1 agonist	PI5P4Ka inh	FUS suppressor	aSyn rescue
COc1ccccc1NS(=O)(=O)c1cc(NC(=O)c2ccc3ccccc3n2)ccc1Cl	0.8	-20%	13%	-2%	-2%	-5%	2	·	7%
C/C(=N\Nc1ccc(S(=O)(=O)Nc2ccc(Cl)cc2)cc1[N+](=O)[O-])c1ccc(N2CCOCC2)cc1	0.7	3%	-2%	-8%	3%	-2%	6	-3%	-7%
C=CCOc1ccc(/C=C2/C(=O)ON=C2C)cc1OC	-0.2	?	-9%	2.4µM*	-16%	6%	-9	-16%	2%
CN(C)CCN(C(=O)c1ccc(N2C(=O)CCC2=O)cc1)c1nc2cc3c(cc2s1)OCO3	2.2	3%	-23%	-19%	-13%	3%	-6	12%	-2%
CC1(c2cccc(Br)c2)NC(=O)N(CC(=O)Nc2ccc(F)cc2)C1=O (stereo unspecified)	-0.9	9%	16%	-5%	5%	1%	7	20%	2%
Nn1c(-c2ccccc2)cc(-c2ccccc2)cc1=O	-2.9	-8%	10%	-5%	0%	2%	0	10%	14%
COc1cc([N+](=O)[O-])ccc1NC(=S)NC(=O)CC(C)(C)C	2.2	0%	-17%	27µM*	-5%	-6%	-1	6%	0%
Cc1cc(C)nc(SCc2nnc(SCC(=O)Nc3ccc(C)c(C)c3)n2Cc2ccco2)n1	-2.6	-2%	-11%	-2%	10%	2%	0	35%	4%

Screening results: PubChem, National Center for Advancing Translational Sciences (NCATS)
